# Compound activity: PubChem, several laboratories
# Shn3 3UTR inh = reduces Shn3 3'UTR luciferase signal in osteoblasts | inhibition, % at 12.5 µM | Clone20 osteoblast Shn3 3'UTR firefly luciferase, 24 h | hit rate 0.52% among 360,000 | AID 588674;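 active = mean inhibition of at least 75% with every replicate also reaching 75%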;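 also: 0% = median of neutral control wells and 100% = pilot-screen positive control compound; some compounds past the cut are filed as inactive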
# TWEAK Fn14 block = blocks TWEAK-Fn14 interaction in a reporter cell assay; TWEAK-stimulated Fn14 reporter cells, luciferase luminescence, 8 h; inhibition, % at 10 µM; hit rate 2% among 360,000; AID 1159606; in the data active = inhibition above about 50%
# CF NFkB inh = cystic fibrosis NF-kB activation inhibition; inhibition, % at 5 µM; AID 588850; hit rate 0.86% among 360,000; KKLEB NF-kB-GFP reporter, PAF-induced, GFP fluorescence overnight;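 active = at least 50% inhibition at 5 µM, scaled per plate between neutral and stimulator controls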;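 also: PAF is a Pseudomonas aeruginosa culture filtrate used as stimulus; plate controls were PAF-stimulated DMSO wells for no effect and unstimulated DMSO wells for full effect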
# KKLEB tox = counter-screen for CF NF-kB inhibitors: cytotoxicity; AID 602141; activity change (cytotoxicity), % at 5 µM; KKLEB CF airway cells viability, ATPlite luminescence, overnight; stronger effect = lower value; cells stimulated with P. aeruginosa culture filtrate; hit rate 0.36% among 360,000;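 active = corrected activity change at or below -50% at 5 µM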
# NR2E3 ag-1 = human photoreceptor-specific nuclear receptor agonism; AID 602229; inhibition of corepressor binding, % at 3.98 µM; Q9Y5X4; hit rate 0.35% among 360,000; CHO-S Gal4-NCOR/VP16-NR2E3 two-hybrid, luciferase;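 active = inhibition above the mean of all tested compounds plus 3 SD, cut at about 70% in these data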;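 also: 0% = DMSO with NR2E3 transfected cells and 100% = cells lacking NR2E3 construct; higher means lower luciferase signal from less NR2E3 corepressor binding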
# Target sequence (Q9Y5X4 whole entry, looked up, the tested form may be a part): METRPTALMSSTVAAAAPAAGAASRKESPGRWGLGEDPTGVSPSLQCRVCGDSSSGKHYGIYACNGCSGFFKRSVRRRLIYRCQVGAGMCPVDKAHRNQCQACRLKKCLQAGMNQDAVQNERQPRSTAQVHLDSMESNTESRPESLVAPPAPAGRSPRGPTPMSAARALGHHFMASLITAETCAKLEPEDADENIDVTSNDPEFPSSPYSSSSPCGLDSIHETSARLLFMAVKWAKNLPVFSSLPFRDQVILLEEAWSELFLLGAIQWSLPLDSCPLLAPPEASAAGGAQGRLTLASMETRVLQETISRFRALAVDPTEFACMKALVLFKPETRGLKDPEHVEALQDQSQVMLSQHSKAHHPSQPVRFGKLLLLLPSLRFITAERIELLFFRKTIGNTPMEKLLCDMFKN
# TRPM1 prom inh = MITF TRPM1 promoter inhibition in SK-MEL-5 cells | SK-MEL-5 TRPM1 promoter luciferase, 24 h | inhibition, % at 12.5 µM | hit rate 0.83% among 330,000;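 active = mean inhibition across replicates of 60% or more, whatever share of single replicates reaches that level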; also: values of inactives mirror those of a sister screen read the other way
# hiPSC survival = increases survival of single human iPS cells; AID 602274; hiPSC single-cell survival, ATPlite luminescence; 100% = ROCK inhibitor wells, 0% = DMSO; survival enhancement, % at 20 µM; hit rate 0.044% among 360,000; in the data active = survival enhancement above about 18%;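 also: cells exposed to compounds for 16 hours before the ATP read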
# HIF-2a inh = inhibitors of HIF-2a; 786-0 RCC cells HIF-2a reporter, luciferase luminescence, overnight; inhibition, % at 18.8 µM; hit rate 0.72% among 360,000; AID 624352;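 active = inhibition of the luminescence signal of 40% or more relative to plate controls, in a single-dose primary screen at 18.75 µM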
# aDG glyco act = alpha-DG glycosylation activation; hit rate 0.22% among 360,000; activation, % at 10 µM; AID 624168; Pro5-aDG cells, alpha-DG glycosylation AlphaScreen (IIH6); 0% Pro5, 100% B10-LARGE cell signal;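 active = activation of at least 8% versus controls, or a plate z-score of at least 8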;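 also: Pro5 are CHO cells carrying HIG-tagged alpha-DG that lacks glycosylation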
# NR2E3 ag-2 = activates human photoreceptor nuclear receptor NR2E3 | Q9Y5X4 | GST-NR2E3/biotin-RetCOR TR-FRET, 1536-well | inhibition of corepressor binding, % at 4.78 µM | hit rate 0.12% among 320,000 | AID 2300;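 active = percent inhibition above the cutoff of mean plus 3 SD of all tested compounds, set per screening campaign, cut at about 20% in these data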;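 also: 0% = DMSO wells and 100% = biotin wells as full block of FRET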
#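 Material: NR2E3–RetCOR corepressor complex / Amount: 1.35 nM GST-NR2E3 / Medium: Tris pH 7.5 / Compound: single nominal compound dose of 4.8 µM / Incubation: 5 h at 4 °C / Technique: TR-FRET, Eu(K)-anti-GST donor, streptavidin-D2 acceptor, ex 340, em 617/671 nm / Read-out basis: percent loss of FRET ratio relative to control wells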
# Peg3 prom inh = Peg3 promoter activity inhibition; HeLa PEG-Prom luciferase reporter, luminescence, overnight; inhibition, % at 20 µM; hit rate 1.7% among 360,000;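 active = inhibition of at least 50% at 20 µM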
# * marks the source's active call; other numbers are inactive results; . = no result given.
SMILES,Shn3 3UTR inh,TWEAK Fn14 block,CF NFkB inh,KKLEB tox,NR2E3 ag-1,TRPM1 prom inh,hiPSC survival,HIF-2a inh,aDG glyco act,NR2E3 ag-2,Peg3 prom inh
O=C(Nc1ccccc1F)c1ccc(S(=O)(=O)NCC2CCCO2)cc1 (centres undefined),5,4,11,6,11,4,2.4,-5,0.2,4,8
CCC1CN(C(=O)N2CCC(C(=O)NCc3ccc(C)o3)CC2)c2ccccc2O1 (centres undefined),8,-17,6,-5,-16,-8,0.2,1,-0.5,0,17
COc1ccc(/C=C(\C#N)C(=O)NCc2cccnc2)cc1OC,-17,22,16,-8,8,12,0.4,19,0.1,2,2
CC(=O)c1ccc(OCc2cc(C(=O)NCCN3CCCC(O)C3)no2)cc1 (centres undefined),-12,8,4,-7,-25,4,1.7,-2,0.4,5,0
O=C1CC(c2ccccc2)CC(O)=C1C=NCc1ccc(Cl)cc1 (centres undefined),-13,4,-4,-5,-1,1,-4.6,4,0.0,-1,17
O=C(N/N=C/c1c(O)ccc2ccccc12)c1ccc[n+](CCO)c1,13,1,-21,5,2,4,0.0,21,-0.1,-7,4
COc1ccc(C)cc1NC(=O)CCC(=O)Nc1nnc(C2CCCCC2)s1,-6,-11,-10,6,-30,-5,-0.2,7,-0.2,-2,5
CNC(=S)NNc1nc(N2CCOCC2)nc(N2CCOCC2)n1,-24,1,-16,3,-2,-6,-0.7,14,0.0,0,-7
CCOc1ccc(-n2ccnc(SCC(=O)Nc3cccc(OC)c3)c2=O)cc1,-1,-11,-7,9,-31,2,0.0,5,0.3,-6,-2
O=C(Nc1ccccc1Cl)NC1CCCCCCC1,-35,-30,2,15,-130,-58,0.2,-201,0.0,.,-176
NC(=O)c1cc2ccc(O)cc2oc1=Nc1ccccc1,-29,45,82*,-28,-103,-39,0.3,-110,2.0,.,-119
CCCCCCNC(=O)Nc1ccccc1,8,31,-11,3,-36,-26,0.4,-190,0.1,-2,-105
O=C(CSc1nnc(-c2ccco2)n1Cc1ccccc1)NCc1ccccc1,-5,-20,-2,-1,-15,-2,0.3,-5,-0.1,-3,12
CN(C)CCCNc1ncnc2c1cnn2-c1ccccc1,-28,-11,1,-2,-29,-37,0.4,-174,0.2,2,-162
CC(=O)c1cccc(NC(=S)NC(=O)c2ccc(Cl)cc2)c1,-56,-25,-6,-1,-45,-81,-1.1,-215,-0.1,-1,-233
Cc1cc(=O)oc2cc(OCC(=O)N3CCCC3)c(Cl)cc12,-20,6,-15,15,-14,-15,0.4,-21,-0.2,-1,-23
CCN(C[C@H]1N[C@@](C)(C(=O)OC)[C@H]2C(=O)N(Cc3ccccc3)C(=O)[C@@H]12)C(=O)COC,0,0,-8,16,21,-7,-1.7,-3,0.1,.,36
O=C(CCS(=O)(=O)c1ccccc1)Nc1ccc(Cl)cn1,-13,-14,18,-10,-43,-24,1.6,-94,0.3,3,-100
O=S(=O)(CCN1CCOCC1)c1ccc(OC(F)(F)F)cc1,2,13,-5,-10,-7,-3,-0.3,-91,-0.1,1,7
NC(N)=Nc1nc(-c2ccccc2)c2cc(Cl)ccc2n1,45,-10,-89,8,3,85*,0.0,42*,0.4,1,108*
CN(c1ccccc1)S(=O)(=O)c1ccc(NC(=S)NC(=O)c2ccccc2)cc1,15,-1,-13,4,9,1,-2.8,-2,-0.3,3,10
O=c1nccc(NCc2ccco2)[nH]1,17,-2,4,-2,-10,-3,-0.7,15,-0.2,-3,-7
COc1ccc(-c2nn(-c3ccccc3)cc2/C=N/Nc2ccc(S(N)(=O)=O)cc2[N+](=O)[O-])cc1OC,12,-31,58*,-66*,7,18,4.1,10,-0.3,1,27
O=C(COc1ncnc2scc(-c3ccc(Cl)cc3)c12)NCc1ccco1,-1,12,-15,4,-3,1,5.4,13,0.1,3,-9
CC1CCN(C(=O)Cn2c(=O)c3cccn3c3ccccc32)CC1,-3,6,-5,-1,-32,0,0.2,8,-0.1,-2,6

# The final 4 compounds of the part before are carried over, then new ones follow:
SMILES,Shn3 3UTR inh,TWEAK Fn14 block,CF NFkB inh,KKLEB tox,NR2E3 ag-1,TRPM1 prom inh,hiPSC survival,HIF-2a inh,aDG glyco act,NR2E3 ag-2,Peg3 prom inh
O=c1nccc(NCc2ccco2)[nH]1,17,-2,4,-2,-10,-3,-0.7,15,-0.2,-3,-7
COc1ccc(-c2nn(-c3ccccc3)cc2/C=N/Nc2ccc(S(N)(=O)=O)cc2[N+](=O)[O-])cc1OC,12,-31,58*,-66*,7,18,4.1,10,-0.3,1,27
O=C(COc1ncnc2scc(-c3ccc(Cl)cc3)c12)NCc1ccco1,-1,12,-15,4,-3,1,5.4,13,0.1,3,-9
CC1CCN(C(=O)Cn2c(=O)c3cccn3c3ccccc32)CC1,-3,6,-5,-1,-32,0,0.2,8,-0.1,-2,6
Cc1nc2ncnn2c(C)c1CCC(=O)N1CCCCC1,0,-21,-3,7,-16,1,0.6,-3,0.1,-2,12
Cc1ccc(S(=O)(=O)N2CCCCC2)cc1NC(=O)COc1ccccc1,6,-11,20,8,-12,9,1.9,-6,0.1,.,-2
O=C(CCc1c[nH]c2ccccc12)NCCc1ccc(Cl)cc1,-8,4,-6,12,-6,1,1.1,3,-0.1,2,12
CC(C)(C)C1CCC(=NNC(=O)C(=O)NC2CCCCC2)CC1 (centres undefined),-7,2,7,-1,11,-13,5.2,12,0.2,1,1
CS(=O)(=O)Nc1cccc(NC(=O)C2Cc3c(-c4ccccc4)ccnc3O2)c1 (centres undefined),69,1,1,-1,8,.,-0.3,47*,-0.2,.,51*
Cc1ccc(-n2nc(C)c3c(C)c(CCC(=O)NCc4ccccc4)c(C)nc32)cc1,12,13,24,-18,1,.,-1.3,8,0.1,2,5
CC(C)N1C(=O)/C(=C\c2nc3ccccc3c(=O)n2-c2ccccc2)c2ccccc21,-23,54*,-32,3,23,24,0.0,87*,-0.6,3,36
Cc1nc2ccc(NC(=O)c3cccc(S(=O)(=O)N(C)c4ccccc4)c3)cc2s1,90*,72*,-8,14,-7,20,1.4,22,3.0,2,39
COc1ccc(/C=N\NC(=O)c2cccc(F)c2)cc1COc1ccccc1,20,2,23,-18,-48,8,-0.6,-31,-0.1,-1,-47
CCCCCOc1ccc(NC2=CC(=O)CCC2)cc1,12,-11,-20,15,-11,-7,-0.6,-40,0.2,-2,-4
O=C(NCCc1c[nH]c2ccccc12)c1ccc(Cl)cc1,-182,-56,-26,9,-84,-73,-0.4,-306,0.6,4,-379
Cc1ccc2nsnc2c1S(=O)(=O)Nc1cccc2nsnc12,-9,24,8,-7,-15,18,7.3,10,0.0,1,5
Cc1ccnc(NS(=O)(=O)c2ccccc2)n1,3,4,-4,0,-15,6,-3.0,10,-0.3,0,21
COc1ccc(NC(=O)COC(=O)C2CCCCC2)c([N+](=O)[O-])c1,-2,-15,-6,7,-1,-8,0.5,14,0.2,-2,0
CC(C)[C@H]1COCCS(=O)(=O)N1Cc1ccccc1-c1cccc2c1oc1ccccc12,21,12,15,-12,-9,6,-2.9,11,0.0,.,33
CC(C)C(C(=O)N1CCN(Cc2ccccc2)CC1)c1ccccc1 (centres undefined),14,2,6,-14,-6,-8,1.2,7,-0.1,-2,5
Cc1ccccc1NC(=O)CCc1nnc2ccc(N3CCC4(CC3)OCCO4)nn12,-6,5,8,5,-3,2,-0.5,13,0.3,-1,8
Cc1cccc(NC(=S)NNc2ncc(C(F)(F)F)cc2Cl)c1,-7,25,-1,-5,-16,23,0.5,50*,0.5,1,21
COCC(=O)Nc1ccc2nc3n(c(=O)c2c1)CCCCC3,-2,0,7,-1,-41,-9,1.1,-15,0.1,-2,4
CCOc1ccc(N2CC(C(=O)N3CCCC3)CC2=O)cc1 (centres undefined),-17,-4,-8,0,-34,.,-0.5,-1,0.0,7,10
CCn1cc(Br)c(C(=O)N2CCN(c3ccccc3)CC2)n1,-12,22,11,-3,2,7,1.1,-1,0.1,2,-1
Cc1n[nH]c(=S)n1-c1ccc(Cl)cc1,-3,-7,3,9,5,7,-0.5,17,-0.1,-3,-11
Cc1ccc([N+](=O)[O-])c(OCCN2C(=O)NC(C)(C)C2=O)c1,3,4,13,-2,-2,11,2.0,6,-0.2,-1,-8
CCC(=NCCc1c(C)[nH]c2ccccc12)C1=C(O)CC(c2ccccc2)CC1=O (centres undefined),24,36,-3,-23,-78,17,-2.3,21,0.1,-9,39
CC(C)(C)OC(=O)[C@H](Cc1ccccc1)NC(=O)c1nc[nH]c1C(=O)N1CCN(C(=O)OC(C)(C)C)CC1,7,-4,13,-8,14,-8,-1.9,-7,0.4,1,23
COc1ccc(/C=N/OCC(=O)N2CCCC2)c(OC)c1,-3,19,-10,0,19,6,-0.9,-18,1.0,3,-9
CC(C)Nc1ncnc2[nH]ncc12,18,4,7,3,5,-2,-3.2,7,-0.2,.,18
Cc1cccc2cc(CN(Cc3ccccc3)C(=O)c3cccc(F)c3)c(Cl)nc12,17,11,-10,-9,-15,9,-1.3,-29,0.0,2,32
CCCCNC(=O)/C=C/c1ccc(S(=O)(=O)Nc2ccc(OC)cc2)cc1,14,-7,1,-4,-6,-3,-0.5,31,1.0,-2,31

# 7 of the entries above in order of their number in TRPM1 prom inh, smallest number first.
molecule	TRPM1 prom inh
COc1ccc(NC(=O)COC(=O)C2CCCCC2)c([N+](=O)[O-])c1	-8
CCCCNC(=O)/C=C/c1ccc(S(=O)(=O)Nc2ccc(OC)cc2)cc1	-3
CC(C)[C@H]1COCCS(=O)(=O)N1Cc1ccccc1-c1cccc2c1oc1ccccc12	6
CCn1cc(Br)c(C(=O)N2CCN(c3ccccc3)CC2)n1	7
Cc1cccc2cc(CN(Cc3ccccc3)C(=O)c3cccc(F)c3)c(Cl)nc12	9
CCC(=NCCc1c(C)[nH]c2ccccc12)C1=C(O)CC(c2ccccc2)CC1=O (centres undefined)	17
Cc1cccc(NC(=S)NNc2ncc(C(F)(F)F)cc2Cl)c1	23
